Rab7 wt GTP bind – dog Rab7 wildtype GTP binding, inhibitors and activators | GST-Rab7 beads, fluorescent GTP binding, flow cytometry; actives lie on both sides; untreated = 100%, excess cold GTP = 0% | GTP binding activity (percent of control), % at 10 µM | 190,000 tested, 0.055% active | AID 758;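 active means fluorescent GTP binding to Rab7 beads changed by at least 20 points from the 100% baseline, either direction, mostly lower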;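 further: median green fluorescence of bound Bodipy-FL-GTP per Rab7 bead population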
Bim-Bcl-B – inhibitors of Bim-Bcl-B interaction, human; bead-based flow cytometry, Bim peptide-Bcl-B binding; AID 951; inhibition, % at 10 µM; Q9HD36; 190,000 tested, 0.073% active;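 further: 0% = tracer peptide without compound and 100% = reference inhibitor peptide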
Target sequence (Q9HD36 whole entry, looked up): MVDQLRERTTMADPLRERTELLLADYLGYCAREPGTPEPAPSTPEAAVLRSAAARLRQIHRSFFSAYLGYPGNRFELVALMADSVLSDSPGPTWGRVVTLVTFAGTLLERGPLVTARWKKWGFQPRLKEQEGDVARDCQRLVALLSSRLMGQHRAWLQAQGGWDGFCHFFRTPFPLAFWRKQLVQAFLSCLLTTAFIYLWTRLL
HRas wt GTP – changes GTP binding to wildtype human HRas | P01112 | GTP binding activity, % at 10 µM | 190,000 tested, 0.14% active | GST-Ras wt beads, Bodipy-FL-GTP binding, flow cytometry; actives lie on both sides;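 active means GTP binding activity at least 20% away from the 100% baseline, either lowered as inhibitor or raised as activator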;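 further: 0% = unlabeled GTP competition control and 100% = no-compound control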
Target sequence (P01112 whole entry, looked up): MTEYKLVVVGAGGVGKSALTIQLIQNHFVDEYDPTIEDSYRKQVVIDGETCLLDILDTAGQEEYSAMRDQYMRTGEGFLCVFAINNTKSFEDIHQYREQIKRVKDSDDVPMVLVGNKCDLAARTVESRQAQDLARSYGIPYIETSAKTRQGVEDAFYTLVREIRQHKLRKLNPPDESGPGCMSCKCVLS
Bcl-2 Bim block – inhibitors of Bim-Bcl-2 interaction, human; Bead-based flow cytometry, Bim peptide-Bcl-2 binding; inhibition, % at 10 µM; AID 950; 190,000 tested, 0.06% active; in the data active means inhibition above about 40%;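 further: 0% = no compound wells with probe peptide and 100% = reference peptide inhibitor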
Bim-Bfl-1 – human Bim-Bfl-1 interaction inhibition | Q16548 | Bead-based flow cytometry, Bim-Bfl-1 binding inhibition | inhibition, % at 10 µM | 190,000 tested, 0.12% active;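 further: 0% = wells without compound plus tracer and 100% = blocker peptide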
Rab2 wt GTP – changes GTP binding to wildtype dog Rab2A, up or down; P61105; GST-Rab2 wt beads, Bodipy-GTP binding, flow cytometry; GTP binding activity, % at 10 µM; 190,000 tested, 0.19% active;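 active means GTP binding activity at least 20 points away from 100%, either lowered or raised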;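 further: 0% = beads with excess unlabeled GTP and 100% = no-compound control corrected for plate trend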
Rac1 act GTP bind – alters GTP binding to activated mutant human Rac1. AID 764. GST-Rac1 activated beads, fluorescent GTP binding, flow cytometry; actives lie on both sides; 100% means binding = to untreated wells. P63000. 190,000 tested, 0.11% active. percent activity (GTP binding), % at 10 µM;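 active means GTP binding at least 20 percentage points away from the 100% baseline, in either direction, so actives lie on both sides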
Bcl-W Bim block – human Bim-Bcl-W interaction inhibition; bead-based flow cytometry, Bim peptide-Bcl-W binding; inhibition, % at 10 µM; 190,000 tested, 0.02% active; AID 952;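 further: 0% = bound tracer without compound and 100% = peptide blocker; higher means less fluorescent Bim peptide bound to Bcl-W beads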
Target sequence (Q92843 whole entry, looked up): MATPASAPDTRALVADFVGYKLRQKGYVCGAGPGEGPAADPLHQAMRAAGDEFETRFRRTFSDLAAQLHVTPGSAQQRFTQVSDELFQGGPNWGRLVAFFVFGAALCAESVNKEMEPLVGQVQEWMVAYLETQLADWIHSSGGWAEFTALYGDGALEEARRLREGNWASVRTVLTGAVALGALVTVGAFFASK
Cdc42 wt GTP – human Cdc42 wildtype GTP binding change, either direction; P60953; GST-Cdc42 beads, Bodipy-GTP binding, flow cytometry; actives lie on both sides; percent activity (GTP binding), % at 10 µM; 190,000 tested, 0.2% active;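 active means percent activity GTP binding at least 20 points away from the 100% baseline, either down as inhibitor or up as activator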;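 further: median bead fluorescence of bound Bodipy-FL-GTP at 100 nM; 0% = excess unlabeled GTP control and 100% = no compound control; below 100% means less GTP binding so inhibitor and above means activator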
Target sequence (P60953 whole entry, looked up): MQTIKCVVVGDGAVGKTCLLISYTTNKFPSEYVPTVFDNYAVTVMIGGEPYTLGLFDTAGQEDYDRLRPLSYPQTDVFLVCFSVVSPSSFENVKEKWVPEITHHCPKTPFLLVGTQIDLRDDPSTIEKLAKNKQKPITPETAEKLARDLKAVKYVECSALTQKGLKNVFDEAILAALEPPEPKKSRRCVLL
Rac1 wt GTP bind – human Rac1 wildtype GTP binding, inhibitors and activators; AID 757; GST-Rac1 beads, fluorescent GTP binding, flow cytometry; actives lie on both sides; 0 = cold GTP competed, 100 = untreated; P63000; GTP binding activity (% of control), % at 10 µM; 190,000 tested, 0.27% active;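 active means GTP binding activity at least 20 points away from the 100% control level, either lower or higher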
Bcl-XL Bim block – human Bim-Bcl-XL interaction inhibition; Q07817; Bim peptide-Bcl-XL binding, bead flow cytometry, fluorescence; inhibition, % at 10 µM; 190,000 tested, 0.04% active; AID 1007
Target sequence (Q07817 whole entry, looked up): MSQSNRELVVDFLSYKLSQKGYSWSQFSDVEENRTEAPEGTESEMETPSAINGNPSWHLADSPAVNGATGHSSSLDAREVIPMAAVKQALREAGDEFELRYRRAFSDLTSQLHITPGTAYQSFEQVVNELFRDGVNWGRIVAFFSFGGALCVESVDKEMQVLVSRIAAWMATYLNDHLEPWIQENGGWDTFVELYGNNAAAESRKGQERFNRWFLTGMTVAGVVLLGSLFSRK
* = called active by the depositor. Unless noted, no stated cut-off is given here; in the data, active means inhibition above about 40%. An unsorted share of the library. About 0.62% of those tested had a hit in this group.

What do the screens show for `CCCOc1ccc(C(=O)C(CN2CCCC2)c2ccccc2)cc1` (stereo not given)?
Rab7 wt GTP bind: 105; Bim-Bcl-B: -1; HRas wt GTP: 104; Bcl-2 Bim block: 0; Bim-Bfl-1: -1; Rab2 wt GTP: 102; Rac1 act GTP bind: 98; Bcl-W Bim block: -1; Cdc42 wt GTP: 102; Rac1 wt GTP bind: 109; Bcl-XL Bim block: -1

How did Cc1ccc(-n2[nH]c(C)c(C=Nc3ccc(S(=O)(=O)Nc4nc(C)cc(C)n4)cc3)c2=O)c(C)c1 do in these assays?
Rab7 wt GTP bind: 97; Bim-Bcl-B: -6; HRas wt GTP: 100; Bcl-2 Bim block: -13; Bim-Bfl-1: -14; Rab2 wt GTP: 100; Rac1 act GTP bind: 98; Bcl-W Bim block: -6; Cdc42 wt GTP: 103; Rac1 wt GTP bind: 99; Bcl-XL Bim block: -8

How did CCOC(=O)CCc1c(C)c(C#N)c2nc3ccccc3n2c1-n1ccnc1C do in these assays?
Rab7 wt GTP bind: 97; Bim-Bcl-B: -7; HRas wt GTP: 99; Bcl-2 Bim block: -16; Bim-Bfl-1: -19; Rab2 wt GTP: 98; Rac1 act GTP bind: 98; Bcl-W Bim block: -1; Cdc42 wt GTP: 98; Rac1 wt GTP bind: 101; Bcl-XL Bim block: -10

How did CC(=O)c1c(N2CCN(c3ccc(F)cc3)CC2)nc(=S)n(-c2ccccc2)c1C do in these assays?
Rab7 wt GTP bind: 99; Bim-Bcl-B: -11; HRas wt GTP: 102; Bcl-2 Bim block: -4; Bim-Bfl-1: -3; Rab2 wt GTP: 97; Rac1 act GTP bind: 100; Bcl-W Bim block: -8; Cdc42 wt GTP: 100; Rac1 wt GTP bind: 103; Bcl-XL Bim block: -8

Results for CN(CC(=O)NC1CCCc2ccccc21)S(=O)(=O)c1ccc2c(c1)c(=O)n(C)c(=O)n2C (stereo not given) ?
Rab7 wt GTP bind: 94; Bim-Bcl-B: -6; HRas wt GTP: 94; Bcl-2 Bim block: -4; Bim-Bfl-1: -10; Rab2 wt GTP: 92; Rac1 act GTP bind: 98; Bcl-W Bim block: 0; Cdc42 wt GTP: 97; Rac1 wt GTP bind: 95; Bcl-XL Bim block: -3

How did CCCN(CCC)C(=O)CSc1ncccc1C(=O)O do in these assays?
Rab7 wt GTP bind: 94; Bim-Bcl-B: -8; HRas wt GTP: 100; Bcl-2 Bim block: -4; Bim-Bfl-1: -1; Rab2 wt GTP: 103; Rac1 act GTP bind: 98; Bcl-W Bim block: -3; Cdc42 wt GTP: 103; Rac1 wt GTP bind: 103; Bcl-XL Bim block: -7

What do the screens show for `O=C(CSc1cn(CCNC(=O)c2cccs2)c2ccccc12)NC1CCCCC1`?
Rab7 wt GTP bind: 100; Bim-Bcl-B: -4; HRas wt GTP: 101; Bcl-2 Bim block: -5; Bim-Bfl-1: -10; Rab2 wt GTP: 102; Rac1 act GTP bind: 101; Bcl-W Bim block: 1; Cdc42 wt GTP: 103; Rac1 wt GTP bind: 105; Bcl-XL Bim block: -3

How did Nn1c(SCC(=O)N2CCOCC2)nnc1-c1ccc(Cl)cc1Cl do in these assays?
Rab7 wt GTP bind: 102; Bim-Bcl-B: -3; HRas wt GTP: 103; Bcl-2 Bim block: -2; Bim-Bfl-1: -7; Rab2 wt GTP: 100; Rac1 act GTP bind: 99; Bcl-W Bim block: -3; Cdc42 wt GTP: 101; Rac1 wt GTP bind: 106; Bcl-XL Bim block: -3

How did O=C(CN1C(=O)CCSc2ccccc21)Nc1ccc2c(c1)OCCO2 do in these assays?
Rab7 wt GTP bind: 102; Bim-Bcl-B: -4; HRas wt GTP: 103; Bcl-2 Bim block: -5; Bim-Bfl-1: -6; Rab2 wt GTP: 103; Rac1 act GTP bind: 100; Bcl-W Bim block: -1; Cdc42 wt GTP: 103; Rac1 wt GTP bind: 107; Bcl-XL Bim block: -6

What do the screens show for `CCOc1ccc(N/C(SC)=C(/C#N)C(N)=O)cc1`?
Rab7 wt GTP bind: 105; Bim-Bcl-B: -6; HRas wt GTP: 103; Bcl-2 Bim block: -7; Bim-Bfl-1: -9; Rab2 wt GTP: 102; Rac1 act GTP bind: 100; Bcl-W Bim block: 1; Cdc42 wt GTP: 103; Rac1 wt GTP bind: 109; Bcl-XL Bim block: -13

Part of the list above in order of length of the SMILES, highest first.
How did O=C(CN1C(=O)CCSc2ccccc21)Nc1ccc2c(c1)OCCO2 do in these assays?
Rab7 wt GTP bind: 102; Bim-Bcl-B: -4; HRas wt GTP: 103; Bcl-2 Bim block: -5; Bim-Bfl-1: -6; Rab2 wt GTP: 103; Rac1 act GTP bind: 100; Bcl-W Bim block: -1; Cdc42 wt GTP: 103; Rac1 wt GTP bind: 107; Bcl-XL Bim block: -6

What do the screens show for `CCOc1ccc(N/C(SC)=C(/C#N)C(N)=O)cc1`?
Rab7 wt GTP bind: 105; Bim-Bcl-B: -6; HRas wt GTP: 103; Bcl-2 Bim block: -7; Bim-Bfl-1: -9; Rab2 wt GTP: 102; Rac1 act GTP bind: 100; Bcl-W Bim block: 1; Cdc42 wt GTP: 103; Rac1 wt GTP bind: 109; Bcl-XL Bim block: -13

How did CCCN(CCC)C(=O)CSc1ncccc1C(=O)O do in these assays?
Rab7 wt GTP bind: 94; Bim-Bcl-B: -8; HRas wt GTP: 100; Bcl-2 Bim block: -4; Bim-Bfl-1: -1; Rab2 wt GTP: 103; Rac1 act GTP bind: 98; Bcl-W Bim block: -3; Cdc42 wt GTP: 103; Rac1 wt GTP bind: 103; Bcl-XL Bim block: -7

Continued.
Results for Cn1cccc1C(=O)NC(=O)COC(=O)CC12CC3CC(CC(Br)(C3)C1)C2 ?
Rab7 wt GTP bind: 98; Bim-Bcl-B: -5; HRas wt GTP: 102; Bcl-2 Bim block: -10; Bim-Bfl-1: -7; Rab2 wt GTP: 102; Rac1 act GTP bind: 98; Bcl-W Bim block: 1; Cdc42 wt GTP: 103; Rac1 wt GTP bind: 106; Bcl-XL Bim block: 0

Results for CCOC(=O)C1CCCN(C(=O)COc2ccccc2O)C1 (stereo not given) ?
Rab7 wt GTP bind: 97; Bim-Bcl-B: -4; HRas wt GTP: 100; Bcl-2 Bim block: -6; Bim-Bfl-1: -9; Rab2 wt GTP: 101; Rac1 act GTP bind: 103; Bcl-W Bim block: 0; Cdc42 wt GTP: 107; Rac1 wt GTP bind: 107; Bcl-XL Bim block: -3

How did CC(=O)Nc1nc2ccccc2n1CCN(C)C do in these assays?
Rab7 wt GTP bind: 102; Bim-Bcl-B: -1; HRas wt GTP: 103; Bcl-2 Bim block: 0; Bim-Bfl-1: -3; Rab2 wt GTP: 104; Rac1 act GTP bind: 101; Bcl-W Bim block: 0; Cdc42 wt GTP: 101; Rac1 wt GTP bind: 108; Bcl-XL Bim block: -2

How did O=C(Nc1ccc2c(c1)OCO2)C1CC(=O)N(c2ccc3c(c2)OCCO3)C1 (stereo not given) do in these assays?
Rab7 wt GTP bind: 97; Bim-Bcl-B: -5; HRas wt GTP: 96; Bcl-2 Bim block: -3; Bim-Bfl-1: -3; Rab2 wt GTP: 97; Rac1 act GTP bind: 96; Bcl-W Bim block: -2; Cdc42 wt GTP: 98; Rac1 wt GTP bind: 100; Bcl-XL Bim block: -2

What do the screens show for `C[C@]1(C(=O)NCCCNc2ncc(C(F)(F)F)cc2Cl)C=C[C@@H](Cc2ccccc2)N1C(=O)c1ccccc1`?
Rab7 wt GTP bind: 94; Bim-Bcl-B: -4; HRas wt GTP: 98; Bcl-2 Bim block: -1; Bim-Bfl-1: 0; Rab2 wt GTP: 99; Rac1 act GTP bind: 97; Bcl-W Bim block: 0; Cdc42 wt GTP: 97; Rac1 wt GTP bind: 100; Bcl-XL Bim block: -5

What do the screens show for `O=C(CSc1nc2c(sc3ccccc32)c(=O)n1CCCN1CCCC1)NCc1ccccc1`?
Rab7 wt GTP bind: 98; Bim-Bcl-B: -4; HRas wt GTP: 99; Bcl-2 Bim block: -5; Bim-Bfl-1: -2; Rab2 wt GTP: 99; Rac1 act GTP bind: 98; Bcl-W Bim block: 2; Cdc42 wt GTP: 100; Rac1 wt GTP bind: 102; Bcl-XL Bim block: 0

How did CCOC(=O)N1CCN(C(=O)c2ccc(OC)c(OC)c2)CC1 do in these assays?
Rab7 wt GTP bind: 101; Bim-Bcl-B: -3; HRas wt GTP: 102; Bcl-2 Bim block: 1; Bim-Bfl-1: 0; Rab2 wt GTP: 100; Rac1 act GTP bind: 98; Bcl-W Bim block: -2; Cdc42 wt GTP: 102; Rac1 wt GTP bind: 102; Bcl-XL Bim block: 0

What do the screens show for `O=C(NCc1ccc(F)cc1)c1cc2c(s1)CCCC2`?
Rab7 wt GTP bind: 101; Bim-Bcl-B: -6; HRas wt GTP: 101; Bcl-2 Bim block: -1; Bim-Bfl-1: -11; Rab2 wt GTP: 100; Rac1 act GTP bind: 100; Bcl-W Bim block: 2; Cdc42 wt GTP: 103; Rac1 wt GTP bind: 103; Bcl-XL Bim block: -2

How did COc1cccc(-n2c(Cc3cc(=O)[nH]c(=O)[nH]3)nnc2SC(C)C)c1 do in these assays?
Rab7 wt GTP bind: 102; Bim-Bcl-B: -1; HRas wt GTP: 99; Bcl-2 Bim block: -4; Bim-Bfl-1: -4; Rab2 wt GTP: 98; Rac1 act GTP bind: 98; Bcl-W Bim block: -3; Cdc42 wt GTP: 100; Rac1 wt GTP bind: 102; Bcl-XL Bim block: -9

How did Cc1cnc(CN2CCCC(C(=O)c3ccc4c5c(cccc35)CC4)C2)[nH]1 (stereo not given) do in these assays?
Rab7 wt GTP bind: 99; Bim-Bcl-B: -3; HRas wt GTP: 96; Bcl-2 Bim block: 1; Bim-Bfl-1: -2; Rab2 wt GTP: 99; Rac1 act GTP bind: 95; Bcl-W Bim block: 2; Cdc42 wt GTP: 99; Rac1 wt GTP bind: 96; Bcl-XL Bim block: -2

What do the screens show for `Cc1ccc(Oc2nc3ccccc3n3c(C)nnc23)c(C)c1`?
Rab7 wt GTP bind: 97; Bim-Bcl-B: -8; HRas wt GTP: 96; Bcl-2 Bim block: -7; Bim-Bfl-1: -15; Rab2 wt GTP: 97; Rac1 act GTP bind: 94; Bcl-W Bim block: -1; Cdc42 wt GTP: 99; Rac1 wt GTP bind: 96; Bcl-XL Bim block: 2

How did CC(NC(=O)C1CCC1)c1ccc(Cl)cc1 (stereo not given) do in these assays?
Rab7 wt GTP bind: 104; Bim-Bcl-B: -6; HRas wt GTP: 102; Bcl-2 Bim block: -8; Bim-Bfl-1: -8; Rab2 wt GTP: 100; Rac1 act GTP bind: 98; Bcl-W Bim block: 2; Cdc42 wt GTP: 101; Rac1 wt GTP bind: 104; Bcl-XL Bim block: 1
